# Arrestin-AP2 inh: inhibitors of beta-arrestin/AP2 binding, primary screen, biochemical, GPCR trafficking, flow cytometry | beta-arrestin 1 C-terminal peptide binding to AP2 beta2-adaptin appendage (human) | actives 0.31% (n = 340,000) | FITC-arrestin peptide / GST-AP2 beads; AP2 beta2 appendage carries R879A mutation | inhibition, % at 10 µM;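 active = inhibition above a set limit, near 3 SD of compounds lacking own fluorescence, cut at about 54% in these data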;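 also: plate controls were DMSO wells for no effect and 5 µM unlabelled arrestin peptide for full effect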
#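 System: GST-AP2 R879A glutathione beads. Medium: PBS with 0.05% Tween 20 and 0.1% BSA. Also added: FITC-arrestin peptide, 50 nM. Incubation: 12 min plus 1 h, RT. Measured by: high-throughput flow cytometry of beads, ex 488, em 535 nm. Evaluation: percent drop in bead-associated FITC signal.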
# SR-BI HDL uptake: inhibitors of SR-BI mediated HDL lipid uptake, primary screen, ldlA[mSR-BI] cells, fluorescence, single point | ldlA[mSR-BI] CHO cells, DiI-HDL uptake fluorescence, 3 h | actives 0.96% (n = 320,000) | inhibition, % at 12.5 µM | AID 488896, 2010;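 active = mean replicate inhibition of at least 70% and a set share of replicates each scoring 70 or more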;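 also: 0% = median of neutral control wells and 100% = median of positive control wells; values of inactives mirror those of a sister screen read the other way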
# SR-BI DiI-HDL act: activators of SR-BI mediated DiI-HDL uptake, primary screen, ldlA[mSR-BI] CHO cells, DiI fluorescence | 3 h; 100 = double the neutral-control signal | activation, % at 12.5 µM | actives 0.096% (n = 320,000) | AID 504775, 2011;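 active = mean replicate activation of at least 60% and every replicate at or above 60%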;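 also: 0% = median plate neutral-control signal and 100% = twice that signal; values of inactives mirror those of a sister screen read the other way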
#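 Assay system: LDL receptor-deficient CHO ldlA cells overexpressing murine SR-BI / Medium: BSA-supplemented, HEPES-buffered Ham's F12, pH 7.4 / Probe or stimulus: DiI-labelled HDL at 10 µg/mL final / Timing: compound with DiI-HDL co-incubation, 3 h at 37 °C / Technique: bottom-read cell fluorescence after medium removal, ex 550/em 595 nm / Measure: HDL uptake via cellular fluorescence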
# C-LANA FP: inhibitors of KSHV C-LANA binding to DNA, primary screen, biochemical, fluorescence polarization, FAM-LBS DNA, MBP-C-LANA, single point; inhibition, % at 9 µM; actives 0.078% (n = 340,000); AID 504423, 2011;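 active = highest replicate inhibition at or above 60% at 9 µM, even if other replicates fall short; inactive = all replicates below 60% inhibition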;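 also: 0% = neutral control wells and 100% = 4 µM acridine orange control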
# DAGLB inh: DAGLB lipase inhibitors, primary screen, biochemical, fluorescence, HTS | HEK293T DAGLB membrane lysate, EnzChek fluorogenic substrate | inhibition, % at 5.17 µM | actives 0.059% (n = 340,000); in the data active = inhibition above about 34%;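 also: 0% = enzyme with vehicle and 100% = wells lacking enzyme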
# PKA-R2B activ: activators of PKA-R2B holoenzyme, primary screen, biochemical, fluorescence polarization, Cy5-IP20, human; actives 0.079% (n = 340,000); cAMP-dependent protein kinase catalytic subunit beta (Homo sapiens) + cAMP-dependent …; activation, % at 11.4 µM; PKA-R2B holoenzyme dissociation; R2B truncated from residue 108, S112A mutant; 0% DMSO only, 100% 113 µM cGMP;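 active = activation above a cutoff set at the mean over all compounds plus 3 SD, cut at about 18% in these data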;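 also: higher means more holoenzyme dissociation and a rise in polarization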
# Target sequence (P31323 whole entry, looked up, other chains not shown, the tested form may be a part): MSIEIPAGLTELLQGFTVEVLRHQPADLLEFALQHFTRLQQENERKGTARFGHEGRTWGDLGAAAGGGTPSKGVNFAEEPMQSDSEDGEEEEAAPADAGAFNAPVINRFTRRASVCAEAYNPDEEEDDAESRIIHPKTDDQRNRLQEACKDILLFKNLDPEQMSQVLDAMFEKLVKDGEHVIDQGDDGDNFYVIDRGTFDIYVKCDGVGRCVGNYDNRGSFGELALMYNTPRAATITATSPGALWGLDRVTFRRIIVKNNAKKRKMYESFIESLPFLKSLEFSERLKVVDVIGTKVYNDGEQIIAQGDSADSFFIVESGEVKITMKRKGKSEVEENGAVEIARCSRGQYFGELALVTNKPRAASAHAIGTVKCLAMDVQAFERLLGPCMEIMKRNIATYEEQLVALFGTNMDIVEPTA
# Keap1 Nrf2 FP: Keap1-Nrf2 protein-protein interaction inhibitors, primary screen, biochemical, fluorescence polarization, single point | Kelch-like ECH-associated protein 1 (Homo sapiens), Q14145 | inhibition, % at 9.4 µM | actives 0.15% (n = 340,000) | Keap1 Kelch-Nrf2 peptide fluorescence polarization, 1536-well; in the data active = inhibition above about 12%;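 also: human Keap1 Kelch domain with fluorescein labeled Nrf2 9mer peptide probe; 0% = neutral control wells and 100% = peptide positive control; higher means more block of Keap1 binding to Nrf2 peptide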
# Target sequence (Q14145 whole entry, looked up, the tested form may be a part): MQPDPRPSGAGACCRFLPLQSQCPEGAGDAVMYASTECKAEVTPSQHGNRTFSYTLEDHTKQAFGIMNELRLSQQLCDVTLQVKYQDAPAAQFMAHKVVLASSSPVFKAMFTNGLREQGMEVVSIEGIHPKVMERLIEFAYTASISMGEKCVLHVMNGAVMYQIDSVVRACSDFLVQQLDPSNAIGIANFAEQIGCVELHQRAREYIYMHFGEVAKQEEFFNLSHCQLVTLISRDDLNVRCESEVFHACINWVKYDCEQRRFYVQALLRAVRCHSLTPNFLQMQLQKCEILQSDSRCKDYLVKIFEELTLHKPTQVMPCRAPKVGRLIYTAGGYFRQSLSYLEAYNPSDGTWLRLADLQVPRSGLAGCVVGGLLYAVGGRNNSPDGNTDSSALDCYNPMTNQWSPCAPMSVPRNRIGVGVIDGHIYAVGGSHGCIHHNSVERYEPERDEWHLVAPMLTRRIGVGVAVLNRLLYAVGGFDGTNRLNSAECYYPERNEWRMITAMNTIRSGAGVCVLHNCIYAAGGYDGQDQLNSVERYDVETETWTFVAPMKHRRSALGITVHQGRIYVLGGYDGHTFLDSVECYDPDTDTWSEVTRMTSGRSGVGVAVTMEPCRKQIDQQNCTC
# PvdQ acylase: P. aeruginosa PvdQ acylase inhibitors, primary screen, biochemical, fluorescence, plate reader and imaging, single point; PvdQ acylase [Pseudomonas aeruginosa LESB58]; actives 0.063% (n = 340,000); purified PvdQ acylase; AID 488965, 2010; inhibition, % at 10 µM; in the data active = inhibition above about 30%, passing the limit was not always enough;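 also: 0% = vehicle neutral wells and 100% = reference inhibitor wells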
# NSD2 HMT inh: NSD2 histone methyltransferase inhibitors, primary screen, biochemical, AlphaScreen, single concentration, set 2; NSD2 peptide methylation, 120 min; actives 0.54% (n = 310,000); inhibition, % at 12.5 µM; in the data active = inhibition above about 50%
# RTF Ca sens inh: cardiac RTF calcium sensitivity inhibitors, primary screen, biochemical, IANBD-TnC fluorescence, EC70 calcium; inhibition, % at 7.15 µM; actives 0.12% (n = 340,000); IANBD-labeled cardiac RTF, Ca2+ fluorescence;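 active = inhibition above the mean inhibition of all tested compounds plus 3 SD, cut at about 17% in these data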;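 also: assay run at fixed EC70 calcium of 1.6 mM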
# Active calls of the source: *; . = not tested or not shown.
# Start of the listing, in advance, 12 compounds:
cpd	SMILES	Arrestin-AP2 inh	SR-BI HDL uptake	SR-BI DiI-HDL act	C-LANA FP	DAGLB inh	PKA-R2B activ	Keap1 Nrf2 FP	PvdQ acylase	NSD2 HMT inh	RTF Ca sens inh
1	COc1ccc(OCc2cc(C(=O)N(Cc3nccn3C)C(C)C)no2)c2ccccc12	-13	41	-41	0.7	4	3	-4	-5	15	-2
2	NNC(=O)CCN1CCN(Cc2ccccc2)CC1	-12	-24	24	-0.7	0	-5	-2	-8	-4	3
3	CCCSCCCNC(=O)c1cc2c(s1)CS(=O)(=O)C2	-6	14	-14	-1.5	0	-2	-2	-9	1	-8
4	CC1CCN(C(=O)c2[nH]cnc2C(=O)N[C@@H](CCCCNC(=O)OC(C)(C)C)C(=O)OC(C)(C)C)CC1	0	-14	14	3.3	1	13	-5	-5	.	6
5	CC(C)(C)C(=O)/C=C/Nc1ccccc1O	-3	-12	12	0.1	-2	-8	0	-11	.	-6
6	CN(CC(=O)Nc1ccc(Cl)cc1)C(=O)Cc1c(F)cccc1Cl	-14	11	-11	0.5	-2	-8	0	-15	-1	-6
7	Cc1ccc(N2CC(C(=O)Nc3nnc(C(C)C)s3)CC2=O)cc1 (configuration not stated)	0	10	-10	-0.8	-2	-6	5	-6	1	-2
8	O=C(Nc1ccc(Oc2ccccc2)cc1)C1CCN(c2c3c(nc4ncnn24)CCC3)CC1	20	33	-33	-1.6	-1	11	6	-2	-2	2
9	CN(Cc1ccccc1)C(=O)c1ccc(NC(=O)Cc2ccc(NC(=O)C3CCN(C(=O)C4CCCC4)CC3)cc2)cc1	-4	-3	3	-0.3	0	10	1	-15	.	-8
10	O=C(Oc1ccccc1)c1cccc(N2C(=O)CCC2=O)c1	7	-14	14	-0.1	1	3	1	-9	-3	-12
11	CC1Cc2cccc3ccc(=O)n(c23)C1 (configuration not stated)	-2	-11	11	-13	-4	-2	-3	-14	1	0
12	N#CC(=C1Nc2ccccc2N1)S(=O)(=O)c1ccccc1	19	-7	7	2.6	-2	-1	0	-1	-4	-3

# The listing, repeating the preview:
cpd	SMILES	Arrestin-AP2 inh	SR-BI HDL uptake	SR-BI DiI-HDL act	C-LANA FP	DAGLB inh	PKA-R2B activ	Keap1 Nrf2 FP	PvdQ acylase	NSD2 HMT inh	RTF Ca sens inh
1	COc1ccc(OCc2cc(C(=O)N(Cc3nccn3C)C(C)C)no2)c2ccccc12	-13	41	-41	0.7	4	3	-4	-5	15	-2
2	NNC(=O)CCN1CCN(Cc2ccccc2)CC1	-12	-24	24	-0.7	0	-5	-2	-8	-4	3
3	CCCSCCCNC(=O)c1cc2c(s1)CS(=O)(=O)C2	-6	14	-14	-1.5	0	-2	-2	-9	1	-8
4	CC1CCN(C(=O)c2[nH]cnc2C(=O)N[C@@H](CCCCNC(=O)OC(C)(C)C)C(=O)OC(C)(C)C)CC1	0	-14	14	3.3	1	13	-5	-5	.	6
5	CC(C)(C)C(=O)/C=C/Nc1ccccc1O	-3	-12	12	0.1	-2	-8	0	-11	.	-6
6	CN(CC(=O)Nc1ccc(Cl)cc1)C(=O)Cc1c(F)cccc1Cl	-14	11	-11	0.5	-2	-8	0	-15	-1	-6
7	Cc1ccc(N2CC(C(=O)Nc3nnc(C(C)C)s3)CC2=O)cc1 (configuration not stated)	0	10	-10	-0.8	-2	-6	5	-6	1	-2
8	O=C(Nc1ccc(Oc2ccccc2)cc1)C1CCN(c2c3c(nc4ncnn24)CCC3)CC1	20	33	-33	-1.6	-1	11	6	-2	-2	2
9	CN(Cc1ccccc1)C(=O)c1ccc(NC(=O)Cc2ccc(NC(=O)C3CCN(C(=O)C4CCCC4)CC3)cc2)cc1	-4	-3	3	-0.3	0	10	1	-15	.	-8
10	O=C(Oc1ccccc1)c1cccc(N2C(=O)CCC2=O)c1	7	-14	14	-0.1	1	3	1	-9	-3	-12
11	CC1Cc2cccc3ccc(=O)n(c23)C1 (configuration not stated)	-2	-11	11	-13	-4	-2	-3	-14	1	0
12	N#CC(=C1Nc2ccccc2N1)S(=O)(=O)c1ccccc1	19	-7	7	2.6	-2	-1	0	-1	-4	-3
13	CN(Cc1nc(Cc2ccccc2F)no1)Cc1cccc2ncccc12	24	7	-7	-0.4	-2	0	0	-6	18	-6
14	C/[N+]([O-])=C/c1c(OCc2ccc(Cl)cc2Cl)ccc2ccccc12	16	35	-35	0.3	-6	1	-8	-10	-2	-5
15	CN1CCN(CCc2nc3cc(NC(=O)COc4ccccc4)ccc3n2C)CC1	3	-10	10	0.6	1	5	0	-9	3	-3
16	Cc1ccc(S(=O)(=O)CCC(=O)Nc2nc(-c3cccnc3)cs2)cc1	5	-10	10	1.2	-2	-4	-3	-1	11	-6
17	Cc1cc(C)cc(N(CC(=O)NCCSCc2ccccc2)S(C)(=O)=O)c1	40	-3	3	-0.5	-3	-9	-1	1	-2	-3
18	COc1ccc(C(=O)Nn2c(SCC(=O)c3ccc(Cl)cc3)nc3ccccc3c2=O)cc1	-17	8	-8	-0.4	-8	-11	-4	-7	116*	-6
19	CC(C)C(NC(=O)C1CCCCC1)C(=O)N1CCN(c2ccc(F)cc2)CC1 (configuration not stated)	5	-3	3	-1.2	-4	5	1	-3	1	-4
20	COc1ccc(CCn2nc(C)c([N+](=O)[O-])c2C)cc1	-7	-22	22	2.3	-2	5	-1	-4	-2	1
21	Cc1cc(N/C=C/C(=O)c2ccccc2)ccc1Br	27	-6	6	-3.4	-8	-5	-2	-6	-3	-3
22	COc1ccc(OCCNc2cc(Cl)ccc2[N+](=O)[O-])cc1	3	6	-6	0.6	-6	-11	-7	-13	-1	-3
23	CCCC(C)c1nnc(NC(=O)C2CC(=O)N(CCc3ccc(F)cc3)C2)s1 (configuration not stated)	10	-1	1	-1.8	3	5	-2	-8	-2	-12
24	Cn1nnc2cc(C(=O)NCc3ccc4c(c3)OCO4)ccc21	-10	-8	8	0.9	-2	-11	0	-11	2	-3
25	O=C(O)COc1ccccc1/C=N/NC(=O)CN1CCN(Cc2ccc(Cl)cc2)CC1	5	5	-5	0.1	1	-3	-2	3	39	4
26	COCCNC(=O)C(c1ccc(C)cc1)N(C(=O)CCC(=O)Nc1ccccn1)C1CCCCC1 (configuration not stated)	17	.	.	0.7	-2	3	-4	-3	0	10
27	Cc1ccc(-c2csc3ncnc(SCC(=O)Nc4nnc(C)s4)c23)cc1	-3	-18	18	0.1	1	7	-3	-9	0	-11
28	NNC(=O)COc1ccc(C2SCCS2)cc1	14	6	-6	-0.6	1	-8	-2	7	-4	4
29	O=C(COC(=O)COc1ccccc1)NCCC1=CCCCC1	4	-73	73*	1.6	0	4	2	-6	-2	3
30	N#CC1CCN(C(=O)c2ccc3c(Cl)c4c(nc3c2)CCCC4)CC1	-3	19	-19	-1.0	-2	-5	2	-8	7	-9
31	COc1ccc([N+](=O)[O-])cc1NC(=O)CCc1ccccc1	2	46	-46	-0.1	-3	7	-4	-17	-2	-13
32	COc1ccccc1N1CCN(C(=O)C2Cc3ccccc3CN2C(=O)c2ccco2)CC1 (configuration not stated)	15	0	0	1.8	3	1	-6	-2	0	-1
33	Cc1ccc(OCC(=O)NCCCNC(=O)c2ccco2)cc1	-26	-11	11	-0.4	2	-1	-9	-14	3	2
34	Clc1nc(NC2CCCC2)nc(N2CCOCC2)n1	17	8	-8	-0.5	-3	12	-6	-6	-3	-2
35	CCN1CCCC1CNC(=O)CSc1cc(=O)n(CC)c2ccccc12 (configuration not stated)	2	4	-4	-0.3	2	3	-4	-7	11	-9
36	O=C(N/C(=C\c1ccc(Cl)cc1)C(=O)N1CCOCC1)c1ccco1	3	.	.	-1.1	-2	-3	-6	14	-1	-1
37	CCOc1ccccc1C(=O)n1nc(C)cc1C	7	-13	13	1.5	3	0	0	-8	-7	-2
38	Cc1ccc(N=Cc2c(O)n(-c3cc(Cl)ccc3N3CCOCC3)c(=O)c3ccccc23)cc1C	2	3	-3	-0.5	-3	2	6	-4	0	-3
39	O=C(CNC(=O)C(c1ccccc1)c1ccccc1)OCc1ccccc1	-45	-1	1	-0.7	-6	0	-6	-18	-1	-11
40	COC(=O)c1ccccc1NC(=O)COC(C)=O	0	-21	21	1.6	0	-6	-4	-12	0	-3
41	O=C(CSc1nnc(CNC(=O)c2cccs2)o1)Nc1cccc(C(F)(F)F)c1	5	14	-14	-0.2	-2	1	1	-7	-1	-5
42	Cc1cc(C)cc(N(C(=O)Cn2nnc3ccccc32)C(C(=O)NCc2ccco2)c2ccncc2)c1 (configuration not stated)	-10	-12	12	0.9	0	-2	0	-14	0	-7
43	Cc1nc(N2CCOCC2)nc(Oc2ccccc2F)c1[N+](=O)[O-]	46	16	-16	-0.1	-9	2	-1	-14	7	-8
44	Cc1nc2ccccc2c(=O)n1-c1cccc(NC(=O)c2cccs2)c1	21	-1	1	-0.3	0	-5	-7	-5	0	-1
45	Cc1ccc2[nH]c3c(c2c1)CCCC3C(N)=O (configuration not stated)	0	0	0	2.0	-5	-4	1	3	1	12
46	COc1cccc2c(=O)n(CC(=O)Nc3ccccc3)ccc12	23	-12	12	0.5	-8	3	3	1	.	-7
47	Cc1cc(Br)ccc1NC(=O)CN(C)C(=O)c1cccc(S(=O)(=O)N2CCN(C)CC2)c1	5	6	-6	0.7	-2	1	-2	-6	4	-4
48	Cc1ccc(NC(=O)CN2CCN(C)CC2)cc1Br	-3	27	-27	0.6	0	-7	1	-1	0	1
49	CNC(=S)N/N=C(\C)c1ccc(C(C)(C)C)cc1	9	-16	16	3.1	-2	-4	-4	4	0	-4

# Screening data as filed in PubChem.
